NCOA2 inhibitor = human SRC2 (NCOA2) inhibition; Q15596; HEK293 GAL4-SRC2 luciferase reporter, luminescence; inhibition, % at 9 µM; actives 0.17% (n = 370,000);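 active means inhibition above the mean inhibition of all tested compounds plus 3 SD, set per campaign, cut at about 52% in these data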;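 further: 0% = DMSO treated cells and 100% = cells given Gossypol at 36 µM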
MC4R ag barr = agonists of human melanocortin 4 receptor (MC4R) beta-arrestin | actives 0.98% (n = 360,000) | U2OS MC4R beta-arrestin complementation, luminescence; percent of melanotan II response, DMSO zero | activation, % at 8.9 µM | AID 540308 | P32245;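 active means activation above a per-plate cutoff, the mean activation of sample wells on that plate plus 3 SD, cut at about 8% in these data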
ABCB6 inh MLPCN = inhibitors of human ABC transporter ABCB6 | Q9NP58 | K562-ABCB6 porphyrin accumulation, flow cytometry, 1 h; stronger effect = lower value | fluorescence ratio to DMSO, % at 10 µM | actives 0.19% (n = 360,000);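 active means fluorescence ratio to DMSO below 75%, the collection mean minus 3 SD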;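 further: signal is porphyrin accumulated inside mitochondria; 100% equals median channel fluorescence of DMSO control wells; lower ratio means ABCB6 inhibition with less porphyrin fluorescence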
ABHD5-PLIN5 inh = blocks binding of human ABHD5 to perilipin-5 | Q00G26+Q8WTS1 | inhibition, % at 4 µM | actives 0.78% (n = 360,000) | Split G. princeps luciferase complementation, luminescence, 4 h;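 active means inhibition above the mean inhibition across every tested compound plus 3 SD, cut at about 22% in these data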;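 further: 0% = DMSO only wells and the 100% control is not disclosed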
NOD2 RIPK2 PPI = blocks binding of human NOD2 to RIPK2. actives 0.38% (n = 360,000). CHO BLA complementation NOD2-RIPK2, CCF4 ratio. AID 624267. O43353. inhibition, % at 4.98 µM; in the data active means inhibition above about 21%;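 further: 0% = vehicle only and 100% = reference blocker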
TLR9-MyD88 block = blocks human TLR9 binding to MyD88. CHO BLA complementation TLR9-MyD88, CCF4 FRET ratio. inhibition, % at 4.98 µM. actives 0.21% (n = 340,000);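 active means inhibition above the mean over all tested compounds plus 3 SD, cut at about 21% in these data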;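 further: 0% = DMSO only wells and 100% = clavulanate BLA inhibitor control wells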
Target sequence (Q99836 whole entry, looked up): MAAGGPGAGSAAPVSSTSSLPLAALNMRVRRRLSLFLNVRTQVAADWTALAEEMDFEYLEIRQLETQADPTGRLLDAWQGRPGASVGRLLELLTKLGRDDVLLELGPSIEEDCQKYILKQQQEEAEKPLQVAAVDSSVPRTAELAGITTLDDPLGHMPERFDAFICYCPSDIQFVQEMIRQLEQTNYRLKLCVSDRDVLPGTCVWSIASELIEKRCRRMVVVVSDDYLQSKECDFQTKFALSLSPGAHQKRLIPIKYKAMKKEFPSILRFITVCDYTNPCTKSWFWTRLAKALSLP
Target sequence (Q9NR96 whole entry, looked up): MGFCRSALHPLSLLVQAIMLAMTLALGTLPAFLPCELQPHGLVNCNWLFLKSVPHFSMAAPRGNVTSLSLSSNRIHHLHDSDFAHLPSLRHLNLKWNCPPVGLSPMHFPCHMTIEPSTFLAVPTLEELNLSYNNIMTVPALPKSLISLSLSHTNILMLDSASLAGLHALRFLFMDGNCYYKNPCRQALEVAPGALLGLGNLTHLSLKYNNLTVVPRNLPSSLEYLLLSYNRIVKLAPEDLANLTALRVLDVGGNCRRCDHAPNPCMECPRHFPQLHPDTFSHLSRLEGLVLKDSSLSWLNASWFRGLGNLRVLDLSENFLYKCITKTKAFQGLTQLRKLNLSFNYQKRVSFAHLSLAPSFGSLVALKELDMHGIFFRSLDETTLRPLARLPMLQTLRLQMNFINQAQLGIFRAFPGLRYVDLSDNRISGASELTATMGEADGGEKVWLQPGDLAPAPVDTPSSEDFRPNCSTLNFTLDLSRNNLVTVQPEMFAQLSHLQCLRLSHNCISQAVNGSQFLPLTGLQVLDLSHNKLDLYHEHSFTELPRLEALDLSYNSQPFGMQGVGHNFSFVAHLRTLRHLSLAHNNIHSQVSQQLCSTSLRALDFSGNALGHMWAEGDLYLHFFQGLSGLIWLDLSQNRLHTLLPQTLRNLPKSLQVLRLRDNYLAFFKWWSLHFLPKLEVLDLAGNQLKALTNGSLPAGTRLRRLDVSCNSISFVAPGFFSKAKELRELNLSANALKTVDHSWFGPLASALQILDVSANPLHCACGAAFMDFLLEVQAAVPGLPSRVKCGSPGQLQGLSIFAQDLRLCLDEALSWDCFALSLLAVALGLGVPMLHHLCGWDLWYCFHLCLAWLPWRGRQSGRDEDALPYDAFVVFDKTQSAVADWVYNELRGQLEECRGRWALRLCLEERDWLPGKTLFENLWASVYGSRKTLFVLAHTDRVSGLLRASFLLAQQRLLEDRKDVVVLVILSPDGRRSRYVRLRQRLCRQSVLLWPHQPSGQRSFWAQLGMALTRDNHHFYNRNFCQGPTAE
N-glyco inh = N-linked glycosylation inhibition | actives 0.23% (n = 360,000) | reporter increase, % at 12.5 µM | AID 588692 | D54 ERlucT glycosylation luciferase reporter, 24 h; percent of 100 nM tunicamycin response;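 active means mean luciferase reporter signal, scaled so untreated is 0 and the glycosylation-blocking control 100, at or above a set limit in every replicate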;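 further: luciferase carries N-glycosylation sites so blocking glycosylation raises the light; 0% = median of neutral control wells and 100% = median of 100 nM tunicamycin wells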
m5-HT2A agonist = activates the mouse 5-HT2A serotonin receptor; P35363; AID 624169; CHO-K1 mHTR2A beta-arrestin complementation, luminescence; percent of 30 µM serotonin response; activation, % at 7.6 µM; actives 0.66% (n = 360,000);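 active means activation above a run cutoff, the mean activation of all tested compounds plus 3 SD, cut at about 14% in these data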;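 further: 0% = plate median of compound wells and 100% = 30 µM serotonin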
H9c2 protect = modulators protecting cardiomyocytes from myocardial damage. H9c2 cardiomyocytes, H2O2 injury protection, ATPLite, 2 h. protection from H2O2 cell death, % at 20 µM. actives 0.63% (n = 360,000);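 active means compounds giving at least 50% protection of heart cells from peroxide-induced death in the single-dose screen, raw or plate-pattern-corrected value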;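 further: 0% = DMSO wells with peroxide and 100% = DMSO wells without peroxide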
MC4R antagonist = human MC4R antagonism in cAMP assay; P32245; MC4R-expressing cells, MTII-stimulated cAMP, LANCE TR-FRET; inhibition, % at 6.5 µM; actives 0.48% (n = 360,000);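 active means inhibition above its plate's cutoff, the mean of tested wells on that plate plus 3 SD, cut at about 29% in these data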;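 further: 0% = Melanotan II alone and 100% = Melanotan II plus saturating MCL0020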
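System – human MC4R-expressing U2OS cells · Also added – Melanotan II · Dosing – one concentration, 6.5 µM nominal · Timing – 30-min compound, 1-h challenge, 1-h detection, room temperature · Measured by – Eu-cAMP/anti-cAMP TR-FRET, emission 671 nm · Replicates – singlicate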
* = called active by the depositor; nt = not tested or not shown. Some of the compounds tested (hit frequency here may not be typical).

Structure	TLR9-MyD88 block	N-glyco inh	NOD2 RIPK2 PPI	MC4R antagonist	m5-HT2A agonist	ABCB6 inh MLPCN	NCOA2 inhibitor	MC4R ag barr	H9c2 protect	ABHD5-PLIN5 inh
COc1ccc(CNC(=O)COc2ccc([N+](=O)[O-])cc2)cc1	4	0	-13	6	-4	94	8	-2.2	-6	4
Cc1ccc(NC(=O)C(c2ccccc2)c2ccccc2)c(O)c1	-16	-3	-19	-7	-5	96	-5	7.6	-4	-13
Cc1ccccc1C(=O)NC(CC(C)C)C(=O)NN1C(=O)c2ccccc2C1=O (stereo not given)	-6	1	5	3	5	98	-4	-2.5	11	7
COC(=O)C1=C(C)Nc2nnnn2C1c1cccs1 (stereo not given)	-44	3	-5	10	3	95	9	-1.1	3	-3
COc1ccc(N(CC(=O)NC2CCCC2)C(=O)Cn2nnc(-c3ccc(F)cc3)n2)cc1	3	-2	4	6	-6	96	-1	0.7	-4	-10
CCOc1ccc(C(C)=O)cc1CN1C(=O)NC2(CCCCC2C)C1=O (stereo not given)	0	-2	-8	1	0	103	-14	2.3	0	1
COc1ccc(C(C(=O)NC(C)(C)C)N(Cc2ccco2)C(=O)CCC(=O)Nc2ccccn2)cc1 (stereo not given)	-9	-2	-5	1	4	100	-15	-1.1	-2	-4
O=C(NCc1ccc2c(c1)OCO2)c1ccc(CSCc2ccccc2Cl)o1	-1	-1	-10	-3	-2	96	-1	-2.3	-6	2
COc1ccc(OC)c(C2C(C(=O)c3ccccc3)=C(C)Nc3nc4ccccc4n32)c1 (stereo not given)	-1	0	-9	18	1	94	1	3.7	30	-7
CSCC[C@H](NC(=O)C1CCN(S(=O)(=O)c2ccc(C)cc2)CC1)C(=O)NCc1ccco1	-4	1	-11	6	5	91	8	0.1	4	14
Cc1ccccc1C(=O)N1CCN(c2ccc(NC(=O)c3ccc4c(c3)OCO4)cc2)CC1	14	-15	0	11	0	92	43	-0.3	-2	1
O=C(O)c1ccccc1C(=O)Nc1ccc(Nc2ccc([N+](=O)[O-])cc2[N+](=O)[O-])cc1	-11	-1	0	-9	3	92	6	-0.2	-4	0
Cc1cc2c(c(=O)n1CC1CCCO1)C(c1ccco1)C(C#N)=C(N)O2 (stereo not given)	0	2	-5	7	1	93	-8	-2.1	4	13
O=C1SC(c2ccccc2)=C/C1=C\N1CCCCC1	2	4	0	11	-2	94	2	-2.9	-3	-6
CC1CCCN(CC(=O)Nc2ccc(S(=O)(=O)N3CCCCCC3)cc2)C1 (stereo not given)	-4	-4	7	6	2	98	7	1.2	-7	4
COc1ccc(OCCSc2nnc(-c3cccnc3)n2N)cc1	4	12	-6	6	3	100	7	0.6	2	3
CCOC(=O)N1CCN(C(=O)c2ccc(N3C(=O)CCC3=O)cc2)CC1	-9	-1	-2	5	-4	92	-11	-1.0	-1	3
O=C(COc1cccc2cccnc12)N1CCc2ccccc2C1	-3	-1	-13	17	1	90	-19	-1.1	11	0
Cc1cccc(NC(=O)CCc2ccc(S(=O)(=O)NC3CCCCC3)cc2)c1	-3	-2	9	-2	-2	104	-16	0.8	-17	5
O=C(Nc1nnc(-c2ccc3c(c2)CCCC3)o1)C1CCCCC1	1	3	-44	-2	6	95	6	1.6	13	8
O=C(COC(=O)/C=C/c1cccc(C(F)(F)F)c1)NCc1ccco1	1	-1	-4	-4	3	98	12	-3.1	-5	3
COc1ccc(C2=NOC(Cn3nc(-c4ccccc4)cc3C(=O)NCc3ccco3)C2)cc1 (stereo not given)	-7	0	0	5	-8	92	26	0.3	6	5
CCCCCCSc1ncc(C#N)c(N)n1	3	0	-4	0	10	96	-7	2.9	-9	-5
CN(C(=O)NC1CCCCC1)c1ccccc1	8	3	-4	4	-1	227	7	-2.7	8	1
Cc1oc(-c2ccc(Cl)cc2)nc1CN1CCC(C(=O)NCC2CCCO2)CC1 (stereo not given)	-2	1	-12	1	-6	108	-26	-1.6	-2	1
O=c1c(-c2ccc3c(c2)OCCO3)coc2c(CN3CCOCC3)c(O)ccc12	-2	0	-16	5	5	92	-24	-1.6	2	1
O=C(N/C(=C/c1ccc(F)cc1)C(=O)N1CCOCC1)c1ccccc1	-3	-1	-1	5	3	100	-8	3.8	0	12
CN(C)CCN(Cc1ccccc1)C(c1ccnc2ccccc12)c1nnnn1-c1ccc2c(c1)OCCO2 (stereo not given)	nt	nt	-16	nt	-2	99	4	nt	nt	1
CC[C@@]1(C(=O)OC)N[C@H](CN(C)C(=O)c2ccc(C)cc2)[C@@H]2C(=O)N(Cc3ccccc3)C(=O)[C@@H]21	8	1	-10	2	1	97	-34	-0.8	7	-2
CCC1CN(S(=O)(=O)c2ccc3c(c2)NC(=O)CC(=O)N3)c2cc(Cl)ccc2O1 (stereo not given)	-3	-8	-19	17	-4	97	4	-1.3	66*	13
CCN(CC)S(=O)(=O)c1ccc(N2CCOCC2)c(NC(=O)CSCc2c(C)noc2C)c1	5	-2	6	5	-9	103	20	-0.8	3	-5
CCCCC(=O)NC(c1ccc([N+](=O)[O-])cc1)c1c(O)ccc2ccccc12 (stereo not given)	-2	-8	0	5	-1	97	20	3.5	-15	-5
N=C1/C(=C\c2ccc(SCc3ccccc3)o2)C(=O)N=C2SC(CC(=O)N3CCOCC3)=NN12	-8	1	2	19	2	99	-4	-0.8	-6	5
O=C1CCN(CCc2ccccc2)CCN1[C@H](CSc1ccc(Br)cc1)Cc1ccccc1	0	-5	1	12	-9	101	25	-3.3	-19	4
COc1cc(CNCCN(C)C)c(Br)cc1OC1CCCC1	-6	-4	6	25	-4	98	-21	1.8	5	3
COCCN(C(=O)C1CC(=O)N(Cc2ccc(C)cc2)C1)c1c(N)n(CC(C)C)c(=O)[nH]c1=O (stereo not given)	-1	-1	-15	3	4	102	13	-0.7	19	15
COc1cc(-c2cc(C(=O)Nc3ccc(S(=O)(=O)NCc4ccco4)cc3)c3ccccc3n2)cc(OC)c1OC	-12	-4	-5	4	1	93	-54	-0.1	61*	8
C/C(=N\NC(=O)CO/N=C(\C)c1cccs1)c1ccc(N)cc1	-7	2	0	10	3	97	-19	-0.5	-4	-2
O=C(CSc1nnc(-c2ccccc2F)o1)N1CCCC1	3	-3	-16	2	2	98	-45	1.2	-2	-7
O=C(CSc1n[nH]c(-c2ccccn2)n1)Nc1ccccc1F	0	2	-5	-4	2	100	-9	0.6	21	0
O=S(=O)(NC1CCSc2ccccc21)c1ccccc1 (stereo not given)	1	-1	-3	14	4	94	-23	2.0	-4	-3
O=c1c(-c2ccccc2)n[nH]c2ccccc12	-1	-1	-8	0	3	94	-38	-0.8	-18	19
S=C1NCCOCCOCCNC(=S)N2CCOCCOCCN1CCOCCOCC2	-7	-1	3	-9	-1	96	10	0.1	-1	-1
COc1ccc(CNC(=O)COC(=O)C2=COCCO2)cc1	7	0	-2	12	-1	96	4	-0.2	14	-4
COc1cccc(Cn2cccc(NC(=O)NCc3ccccc3)c2=O)c1	-12	-4	-7	-8	-4	94	12	-0.6	-6	-7
CCN(CC)S(=O)(=O)c1ccc(N2CCCC2)c(C(=O)OCC(=O)N2CCCC2)c1	-3	2	-4	14	0	99	-12	-0.9	-1	-2
CCc1ccccc1NC(=S)Nn1cnnc1	0	1	-10	2	5	93	9	-0.8	-5	9
CC(C)CNC(=O)c1ccc(Cl)c(Cl)c1	6	0	-4	9	-3	100	-19	-1.8	1	2
CCn1c(Cc2ccccc2)nnc1SCc1nc2ccccc2c(=O)[nH]1	4	3	0	0	-4	97	nt	-1.2	4	-3
Cc1cccc(NC(=O)CN2CCN(CC(=O)Nc3ccc(-c4ccccc4)cc3)CC2)c1C	-8	-1	-3	22	6	102	5	1.0	4	3
CC(C)N(c1nnc(N)s1)C(C)C	4	-1	-1	16	-3	102	8	-1.4	-6	3
CCOC(=O)NC(=O)CSc1ccc(S(=O)(=O)N(C)C2CCCCC2)cn1	-14	0	6	7	13	102	-18	-0.6	1	-1
COc1cccc(CN(C)CC2CCCN(CCc3ccccc3C)C2)c1 (stereo not given)	-9	0	10	6	-6	105	-8	-0.3	5	8
N#Cc1cc2[nH]c3ccccc3c2[n+](-c2ccc([N+](=O)[O-])cc2)c1N	1	28*	-1	-15	2	98	-13	-1.5	6	3
O=C(Cc1ccccc1)Nc1ccccc1Oc1ccccc1	3	-5	2	-4	-5	98	0	0.0	-4	-7
CCc1nnc(NC(=O)C2(C)COC(c3ccccc3)OC2)s1 (stereo not given)	9	3	-10	11	4	90	3	0.3	7	-3
CCCc1nc2c(sc3nc4c(cc32)COC(C)(C)C4)c(=O)n1CCN(C)C	-6	-2	-12	-2	-2	96	0	0.9	36	2
O=C(CC1C(=O)NCCN1CCCc1ccccc1)NCCc1ccccc1F (stereo not given)	-4	-3	-7	9	1	100	-17	-2.8	-1	3
CCOc1ccc(S(=O)(=O)NCCC(=O)Nc2nnc(C)s2)cc1	-8	-1	5	1	12	99	-17	2.0	4	8
CC(=O)OC(C)C[N+](C)(C)C (stereo not given)	1	5	-12	0	6	104	-12	0.7	1	-10

Single records, as listed above. Order of values: TLR9-MyD88 block | N-glyco inh | NOD2 RIPK2 PPI | MC4R antagonist | m5-HT2A agonist | ABCB6 inh MLPCN | NCOA2 inhibitor | MC4R ag barr | H9c2 protect | ABHD5-PLIN5 inh
CC(C)N(c1nnc(N)s1)C(C)C as listed: 4 | -1 | -1 | 16 | -3 | 102 | 8 | -1.4 | -6 | 3
O=C(CC1C(=O)NCCN1CCCc1ccccc1)NCCc1ccccc1F (stereo not given) as listed: -4 | -3 | -7 | 9 | 1 | 100 | -17 | -2.8 | -1 | 3

New compounds follow.
Structure	TLR9-MyD88 block	N-glyco inh	NOD2 RIPK2 PPI	MC4R antagonist	m5-HT2A agonist	ABCB6 inh MLPCN	NCOA2 inhibitor	MC4R ag barr	H9c2 protect	ABHD5-PLIN5 inh
Cc1nn(-c2ccccc2)c(C)c1/C=N/NC(=O)c1cccs1	9	-5	-3	-11	-6	94	-38	-0.7	11	-3
COc1ccc(CNC(=O)COC(=O)c2[nH]c(C)c(C(C)=O)c2C)cc1OC	-2	0	2	4	0	90	-16	-0.6	1	-2
COc1cccc(C2C(C#N)=C(N)Oc3cc(N)ccc32)c1OC (stereo not given)	-1	-1	9	0	2	107	-13	-0.9	4	2
COC(=O)c1sccc1NC(=O)CSCCc1ccccn1	7	1	-10	-3	7	98	12	0.8	6	11
COc1ccc(S(=O)(=O)N2CCCCC2c2cc(C(=O)Nc3ccc4c(c3)OCO4)no2)cc1 (stereo not given)	nt	-10	-4	8	-3	95	-6	0.3	8	11
Clc1ccc2nc(N3CCNCC3)nc(-c3ccccc3)c2c1	24*	-4	37*	3	1	95	-7	3.1	-37	18
